CIT2-GFP yeast: modulators of CIT2-GFP expression in yeast, primary screen, S. cerevisiae, GFP fusion, multiplex flow cytometry, MLPCN library; AID 2029, 2009; hit rate 0.065% among 320,000; S. cerevisiae CIT2-GFP strain, 3 h; 100 means same as DMSO wells; GFP response vs DMSO, % at 10 µM;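 active = GFP response relative to DMSO above a set limit, near the screen mean plus 3 SD, cut at about 150% in these data; inconclusive = Fewer than 70 cells measured for a yeast strain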;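 also: ratio of well median GFP fluorescence to mean of DMSO wells on the plate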
AGP1-GFP MLPCN: modulators of AGP1-GFP expression in yeast TOR pathway, primary screen, cell-based, multiplex flow cytometry, S. cerevisiae, MLPCN library. 3 h; GFP as percent of DMSO wells. GFP response vs DMSO, % at 10 µM. hit rate 0.02% among 320,000;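 active = GFP response relative to DMSO above a set limit, near screen average plus 3 SD, cut at about 150% in these data; inconclusive = fewer than 70 cells counted for the yeast strain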;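 also: median GFP channel fluorescence of the gated AGP1 strain per well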
MEP2-GFP yeast: modulators of MEP2-GFP levels in yeast, primary screen, S. cerevisiae, multiplex flow cytometry, MLPCN library | GFP response vs DMSO, % at 10 µM | hit rate 0.51% among 330,000 | S. cerevisiae MEP2-GFP strain, 3 h; 100% = DMSO control level;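 active = GFP response versus DMSO above a set limit, roughly screen mean plus 3 SD, cut at about 180% in these data; inconclusive = fewer than 70 cells counted for a yeast strain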;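 also: median GFP fluorescence of the barcode-gated MEP2-GFP cells per well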
proCasp7 act: procaspase-7 activators, primary screen, counter-screen for procaspase-3 activator project, biochemical, absorbance, HTS, human | Caspase-7 (Homo sapiens), P55210 | recombinant procaspase-7, Ac-DEVD-pNA absorbance 405 nm; D23A/D198A/D206A triple mutant, cannot self-cleave; scale: DMSO 0, 5 µM enzyme 100 | activation, % at 8.5 µM | hit rate 0.093% among 330,000;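 active = percent activation above the screen-wide mean plus 3 SD, cut at about 25% in these data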
Target sequence (P55210 whole entry D23A/D198A/D206A): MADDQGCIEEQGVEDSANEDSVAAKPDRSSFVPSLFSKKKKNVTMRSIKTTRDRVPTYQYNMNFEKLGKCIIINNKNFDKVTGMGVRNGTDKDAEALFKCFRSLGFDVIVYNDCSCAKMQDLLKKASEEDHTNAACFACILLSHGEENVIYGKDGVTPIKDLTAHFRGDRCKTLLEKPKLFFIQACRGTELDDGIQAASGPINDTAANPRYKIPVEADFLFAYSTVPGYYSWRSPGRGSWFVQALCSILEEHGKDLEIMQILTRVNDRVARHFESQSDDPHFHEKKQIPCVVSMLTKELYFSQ
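System: Uncleavable procaspase-7 mutant enzyme; Amount: 2 µM procaspase-7 mutant as dispensed; Schedule: 1 h compound preincubation, 2 h substrate cleavage, 25 °C; Measured by: 405 nm absorbance of p-nitroaniline; Evaluation: percent activation from buffer-corrected 0–120 min absorbance change; Control set: low DMSO alone, high DMSO plus 5 µM PC-7.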
LAP4 TOR yeast: modulators of LAP4-GFP expression in yeast, primary screen, S. cerevisiae, multiplex flow cytometry, MLPCN library; 3 h; median GFP as percent of DMSO wells; hit rate 0.34% among 320,000; GFP response vs DMSO, % at 10 µM;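 active = GFP response vs DMSO above a set limit, about the screen mean plus 3 SD, cut at about 150% in these data; inconclusive = under 70 cell events counted for the yeast strain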
RPL19A-GFP yeast: RPL19A-GFP expression modulators in yeast, primary screen, cell-based, S. cerevisiae, multiplex flow cytometry, MLPCN | S. cerevisiae RPL19A-GFP strain, 3 h; stronger effect = lower value | percent response vs DMSO, % at 10 µM | hit rate 0.3% among 330,000 | AID 2025, 2009;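 active = percent response vs DMSO below 50%; inconclusive = fewer than 70 events counted for the yeast strain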;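 also: median channel GFP fluorescence of the barcoded RPL19A-GFP strain; ratio of sample median GFP to plate DMSO average so 100% = DMSO; lower means less RPL19A-GFP as with rapamycin TOR inhibition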
AHR act: AHR activators, primary screen, cell-based, luminescence, luciferase reporter, human; AHR-responsive luciferase reporter cells; activation, % at 5 µM; hit rate 2.5% among 320,000; AID 2796, 2010; in the data active = activation above about 47%;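 also: 0% = vehicle wells and 100% = reference agonist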
procasp3 activ: activators of human procaspase-3 D3A mutant, primary screen, biochemical, absorbance, PC-3 D3A mutant, single concentration | recombinant procaspase-3 D3A, Ac-DEVD-pNA absorbance 405 nm | activation, % at 8.5 µM | hit rate 0.11% among 330,000 | AID 463141, 2010;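 active = activation above the mean of all tested compounds plus 3 SD, cut at about 21% in these data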;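 also: 0% = DMSO alone and 100% = DMSO wells spiked with extra 5 µM PC-3 D3A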
Target sequence (P42574 whole entry D9A/D28A/D175A): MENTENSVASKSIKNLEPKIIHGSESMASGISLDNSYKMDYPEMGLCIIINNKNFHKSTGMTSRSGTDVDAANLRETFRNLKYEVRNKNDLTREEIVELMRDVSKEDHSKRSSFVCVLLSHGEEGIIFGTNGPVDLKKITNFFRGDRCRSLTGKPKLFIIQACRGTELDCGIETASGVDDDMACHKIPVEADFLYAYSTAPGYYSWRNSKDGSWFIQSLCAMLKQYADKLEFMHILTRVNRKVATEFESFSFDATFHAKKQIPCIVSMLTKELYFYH
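Evaluation: percent activation relative to control range; Material: Procaspase-3 D3A mutant, all three cleavage aspartates alanine; Compound: single dose, 8.5 µM nominal compound, 0.8% DMSO; Replication: one well per compound; Signal: absorbance at 405 nm, 0 and 120 min; Schedule: 1 h preincubation plus 2 h reaction at 25 °C.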
* hit, by the source's call; ? = inconclusive; / = not tested or not shown; [ ] = remark or other dose.

SMILES	CIT2-GFP yeast	AGP1-GFP MLPCN	MEP2-GFP yeast	proCasp7 act	LAP4 TOR yeast	RPL19A-GFP yeast	AHR act	procasp3 activ
O=C(CSc1ccc(-c2ccc(F)cc2)nn1)N1CCCc2ccccc21	94	99	102	-4	104	97	3	4
Cc1ccc([C@@H]2CC=C(C(=O)O)[C@H](c3ccc(Br)cc3)N2S(=O)(=O)c2ccccc2C)cc1	82	101	101	3	110	105	-1	1
COCC(=O)Nc1cccc2ccccc12	/	104	100	8	92	102	15	10
Cc1ccc(NC(=O)/C(=C/c2cccs2)NC(=O)c2ccco2)cc1	97	103	107	-16	98	104	10	-7
N#C/C(=C\c1c(N2CCC(C(N)=O)CC2)nc2ccccn2c1=O)S(=O)(=O)c1ccccc1	88	99	106	-11	104	100	-4	0
COc1ccc(NC(=O)CN2CCC(C(=O)c3ccc(C)cc3)CC2)c(OC)c1	108	103	103	4	102	102	1	1
O=C(Nc1ccc(-n2cnnn2)cc1)c1cn2ccccc2n1	104	96	104	7	99	108	-1	-4
COc1ccc(N(CC(=O)N2CCN(C)CC2)S(=O)(=O)c2cc(C)ccc2OC)cc1Cl	101	95	104	15	92	103	0	0
CN(C)S(=O)(=O)c1cc(NC(=O)COC(=O)CC2CC3CCC2C3)ccc1Cl (stereo not drawn)	95	89	89	12	93	96	-1	13
O=C(Nc1cccc(C(=O)O)c1)/C(=C/c1ccccc1)NC(=O)c1cccc(Br)c1	92	92	94	-3	93	100	0	3
CCOC(=O)c1cc2sccc2n1CCCN1C(=O)c2ccccc2C1=O	90	90	95	4	99	95	-2	7
CS(=O)(=O)N1CCC(C(=O)Nc2ccc(F)c(Cl)c2)CC1	101	92	104	1	76	100	-1	2
CC(NC(=O)CN1CCC(C(N)=O)CC1)c1ccccc1 (stereo not drawn)	100	104	106	3	102	103	0	4
CCOC(=O)c1ccc2c(c1)nc(COc1ccc(OC)cc1)n2CC	93	/	104	-2	109	95	-1	-3
Cc1cc(C)n(CCCNC(=O)c2cc(COc3ccc(C)c(C)c3)on2)n1	97	98	96	3	101	96	6	5
COc1cc(C(=O)OCCC(C)C)cc(OC)c1O	116	107	113	-4	90	110	-1	-1
O=C(NCc1ccccn1)C1Nc2ccc(OC(F)(F)F)cc2C2C=CCC12 (stereo not drawn)	76	78	85	-12	110	93	17	-16
Cc1cc(=O)[nH]c(SCC(=O)Nc2nonc2C)n1	100	88	104	1	92	95	-3	10
O=[N+]([O-])c1ccc(Sc2cccc3cccnc23)cc1	86	98	99	0	130	91	0	10
COc1ccccc1CCn1cc(C#N)c(=O)[nH]c1=O	96	113	100	3	122	97	2	-1
Cc1ccc(C(=O)NC(=S)/C=C2\N(C)c3ccccc3C2(C)C)cc1	104	98	113	-25	100	104	-3	-12
Cc1c(S(=O)(=O)N2CCN(c3cccc(C(F)(F)F)c3)CC2)c(=O)n(C)c(=O)n1C	97	97	106	5	107	100	1	8
CCOc1ncccc1C(=O)NC(C)CCc1ccccc1 (stereo not drawn)	96	96	101	/	90	99	/	/
COc1cccc(NC(=O)CC2C(=O)NCCN2C(=S)Nc2ccc(F)cc2)c1 (stereo not drawn)	92	101	99	-2	107	104	5	1
Cc1ccc(C)c(NCc2ccccc2CO)c1	100	97	103	-1	108	100	0	6
COC(=O)c1ccc(CNC(=O)CSC(C)C(=O)Nc2cc(C)on2)cc1 (stereo not drawn)	93	103	97	5	95	98	2	5
CCc1ccc(OCc2n[nH]c(=S)n2C(C)CCCC(C)C)cc1 (stereo not drawn)	85	95	95	-3	95	97	1	2
O=C(O)C1CCN(C(=O)c2csc(-c3ccc4c(c3)CCO4)n2)CC1	105	106	103	6	104	96	-5	7
CNC(=O)c1sc(-c2cccs2)nc1C	88	103	95	3	96	95	-1	-5
COc1ccc(C(=O)C2CCN(CC(=O)Nc3ccc(OC)cc3OC)CC2)cc1	101	101	107	-2	95	99	1	6

7 entries picked at random from the list so far:
SMILES	CIT2-GFP yeast	AGP1-GFP MLPCN	MEP2-GFP yeast	proCasp7 act	LAP4 TOR yeast	RPL19A-GFP yeast	AHR act	procasp3 activ
O=C(O)C1CCN(C(=O)c2csc(-c3ccc4c(c3)CCO4)n2)CC1	105	106	103	6	104	96	-5	7
COc1cccc(NC(=O)CC2C(=O)NCCN2C(=S)Nc2ccc(F)cc2)c1 (stereo not drawn)	92	101	99	-2	107	104	5	1
Cc1ccc(C(=O)NC(=S)/C=C2\N(C)c3ccccc3C2(C)C)cc1	104	98	113	-25	100	104	-3	-12
COc1ccc(C(=O)C2CCN(CC(=O)Nc3ccc(OC)cc3OC)CC2)cc1	101	101	107	-2	95	99	1	6
CNC(=O)c1sc(-c2cccs2)nc1C	88	103	95	3	96	95	-1	-5
Cc1c(S(=O)(=O)N2CCN(c3cccc(C(F)(F)F)c3)CC2)c(=O)n(C)c(=O)n1C	97	97	106	5	107	100	1	8
CCOc1ncccc1C(=O)NC(C)CCc1ccccc1 (stereo not drawn)	96	96	101	/	90	99	/	/

The list continues.
SMILES	CIT2-GFP yeast	AGP1-GFP MLPCN	MEP2-GFP yeast	proCasp7 act	LAP4 TOR yeast	RPL19A-GFP yeast	AHR act	procasp3 activ
Cc1ccc2c(c1)N(S(=O)(=O)c1cc(-c3cc(C)no3)ccc1C)CCO2	97	101	103	1	92	102	-1	8
Cc1nc2ccccc2c(=O)n1Nc1cccc(Cl)c1	97	98	96	-3	94	99	4	5
NS(=O)(=O)c1ccc(CCNC(=O)CNCCc2ccccc2)cc1	97	97	104	3	92	102	1	-1
CC(Sc1nc2ccccc2n1C)C(=O)Nc1ccc(N2CCOCC2)cc1 (stereo not drawn)	98	99	102	6	96	103	17	3
COc1ccc(CNc2ccc([N+](=O)[O-])cn2)cc1	95	94	106	3	99	104	8	-6
Cc1ccc(C(=O)NCC(=O)Nc2cccc(C(F)(F)F)c2)cc1	91	101	96	5	103	98	11	-3
Cc1cccc2c1cnn2C(=O)CCC(=O)N1CCC(C)CC1	104	108	98	21	104	103	-3	11
Cc1ccc2c(c1)-c1cc(C)nn1C(c1sccc1C)N2 (stereo not drawn)	102	100	103	4	103	100	27	-1
C=CCNC(=O)COCc1cc(-c2ccc3c(c2)OCO3)on1	108	103	110	-3	92	107	18	-9
Cc1ccc(S(=O)(=O)Nc2cc3c4c(c2)CCN4C(=O)CC3)cc1	94	93	100	-5	90	104	32	-4
CNC(=O)CNC(=O)Nc1ccc(C)cc1	94	95	99	11	87	89	2	-6
COCCn1c(C)cc(C(=O)COC(=O)/C=C/c2ccc(OC)cc2OC)c1C	122	102	108	-5	90	103	0	5
Cc1ccc2[nH]c(=O)cc(C(=O)OCC(=O)c3ccc(F)cc3)c2c1	99	105	101	6	100	95	0	9
CCC(=O)N1CCc2cc(S(=O)(=O)N3CCN(c4ccccn4)CC3)ccc21	?	94[may fluoresce red and violet]	?	-4	88[may fluoresce red and violet]	?	3	-2
OCC[C@@H]1C[C@@H](O)[C@H](O)[C@@]2(OCCc3ccccc32)O1	97	104	104	-8	96	102	1	0
COc1nsnc1NS(=O)(=O)c1ccc(NC(=S)NC(=O)c2cccnc2)cc1	95	/	96	-6	98	91	0	2
COc1ccc(C2(C(=O)Nc3ccc(C(=O)N4CCOCC4)cc3)CCOCC2)cc1	101	108	102	-5	104	106	8	-10
Cc1ccc(-n2nnnc2-c2ccco2)cc1	104	97	105	0	93	102	1	-1
CC(C)=NOc1cc(NC(=O)CCl)cc([N+](=O)[O-])c1	83	86	98	-1	102	95	3	3
O=C(NCc1ccc2c(c1)OCO2)c1ccc(CN2CCOCC2)cc1	95	102	103	4	101	98	0	2
CC(c1ccccc1)N1C(=O)NC(NC(=O)C(C)(C)C)(C(F)(F)F)C1=O (stereo not drawn)	102	101	100	9	97	103	1	-1
Cc1cc(OCCOCCN2CCCC2)ccc1C(C)C	102	103	110	2	104	101	-3	-3
CN(C)CCNC(=O)c1ccc2c(c1)NC(=O)c1ccccc1S2	107	101	105	-8	89	105	2	6
COc1ccc(CCNc2oc(-c3cccc4ccccc34)nc2P(=O)(OC)OC)cc1OC	86	99	96	7	99	98	0	16
Cc1ccccc1C(=O)NNC(=O)c1ccc(Br)cc1	94	100	102	-9	98	104	0	0
O=[N+]([O-])c1cc(C(F)(F)F)ccc1Sc1ccccn1	101	99	107	-3	94	102	-3	-4
Cc1ccc(Cl)cc1NC(=O)CNCC(c1ccccc1)N(C)C (stereo not drawn)	97	98	111	-13	97	101	3	-5
Cc1ccc(C(C)C)c(OCCN)c1	101	106	114	6	99	104	2	3
Cc1c(C(=O)NCc2ccc3c(c2)OCO3)oc2ccc(S(=O)(=O)N3CCCC3)cc12	96	98	97	3	98	98	0	-3
NC(=O)NC(=O)COC(=O)c1ccc(OC(F)(F)F)cc1	97	100	98	-1	94	103	-3	1
CC(C)Cn1c(-c2cccs2)nc2nc3ccccc3nc21	84	89	100	-2	93	96	52*	0
Cc1cc(C)n2nc(C(=O)Nc3ccc(S(=O)(=O)N4CCCCC4)cc3)nc2n1	103	101	101	1	94	/	7	0
CCCn1c(CN2CCN(C(=O)OCC)CC2)nc2cc(NC(=O)C(C)C)ccc21	105	102	96	-9	97	110	0	13
CC1CCCC(C)N1C(=O)COC(=O)CCc1nc2ccccc2c(=O)[nH]1 (stereo not drawn)	92	97	90	-1	93	97	2	3
Cc1ccccc1NC(=O)Cc1nnc(SCC(=O)c2ccc(Br)cc2)n1C	96	112	108	6	99	101	0	8
CCOC(=O)c1[nH]c(C)c(/C(O)=C2\C(=O)C(=O)N(CCN3CCOCC3)C2c2cccs2)c1C (stereo not drawn)	101	101	99	-20	96	99	0	2
COc1ccc(/C=C/C(=O)Nc2ccc(S(=O)(=O)Nc3cc(C)nc(C)n3)cc2)cc1OC	78	80	85	-3	80	81	-1	-6
CN(NC1OC(=O)c2ccccc21)c1ccc(Cl)cc1[N+](=O)[O-] (stereo not drawn)	88	92	103	6	110	99	0	2
CCOc1ccc2[nH]c(=O)c(CN(CCOC)C(=O)N3CCOCC3)cc2c1	112	103	99	0	96	101	0	5
Cc1nc2cc(C(F)(F)F)ccc2n1C1CCN(CC(=O)NC(C)(C)C)CC1	110	110	106	-4	96	105	-2	-7
COc1ccc(Oc2nnnn2-c2ccccc2)cc1	95	102	105	-7	102	102	4	13
Clc1ccc(-c2nnc3n2-c2ccccc2SC3)cc1	89	98	98	5	107	95	0	3
COc1ccc(CCN=C(N)NS(=O)(=O)c2cccs2)cc1OC	99	98	105	-11	96	106	4	-7
CCn1c(C)nc2cc(C(=O)NNC(=O)Nc3ccc(Cl)c(Cl)c3)ccc21	104	99	102	2	104	97	-2	0
S=c1[nH]nc(-c2ccccc2Cl)n1CC1CCCO1 (stereo not drawn)	110	111	104	3	102	106	0	-4

High-throughput results (PubChem)
